3CLpro inhibitor: SARS-CoV 3CLpro protease inhibition; P0C6X7; recombinant SARS-CoV 3CLpro, quenched FRET peptide cleavage; inhibition, % at 6 µM; 290,000 compounds, 0.14% hits; AID 1706; in the data active = inhibition above about 12%
Y pestis TopoI: blocks Yersinia pestis topoisomerase I activity. Y. pestis Topo-I cleavage product accumulation, plate reader. activity, % at 10 µM. 360,000 compounds, 0.064% hits; in the data active = activity above about 50%, passing the limit was not always enough; also: inactives centre near 2
TcdB GH inh: blocks C. difficile toxin B glycohydrolase activity; TcdB glycohydrolase enzymatic assay, plate reader; P18177; 350,000 compounds, 0.24% hits; inhibition, % at 9.99 µM; in the data active = inhibition above about 10%
PriA SSB inh: K. pneumoniae PriA-SSBct interaction inhibition; AlphaScreen SSBct-PriA binding, biotinylated peptide; inhibition, % at 33 µM; 430,000 compounds, 0.6% hits; in the data active = inhibition mostly above about 37%, no sharp cut-off; inactive = mostly below about 20%;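 also: plate controls were negative control peptide for no effect and reference peptide for full effect; strong numbers were not always called active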
Rv3671c protease: Rv3671c (M. tuberculosis) protease inhibition; P9WHR9; 320,000 compounds, 0.048% hits; inhibition, % at 5.96 µM; in the data active = inhibition above about 38%;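 also: extracellular domain of Rv3671c used as enzyme; 0% = enzyme with DMSO and 100% = no enzyme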
Target sequence (P9WHR9 whole entry, looked up, the tested form may be a part): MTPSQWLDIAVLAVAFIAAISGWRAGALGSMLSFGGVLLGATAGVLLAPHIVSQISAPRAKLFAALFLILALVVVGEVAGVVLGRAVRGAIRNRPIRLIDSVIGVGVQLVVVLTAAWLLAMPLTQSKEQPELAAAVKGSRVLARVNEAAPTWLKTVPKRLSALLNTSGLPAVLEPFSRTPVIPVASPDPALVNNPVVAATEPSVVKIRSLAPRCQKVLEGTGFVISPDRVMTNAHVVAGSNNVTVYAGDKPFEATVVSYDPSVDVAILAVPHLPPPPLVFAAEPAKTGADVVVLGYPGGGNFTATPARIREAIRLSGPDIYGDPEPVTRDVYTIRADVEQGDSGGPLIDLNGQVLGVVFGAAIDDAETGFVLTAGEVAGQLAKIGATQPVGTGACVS
CCHF vOTU inh: blocks the CCHF virus ovarian tumor domain protease. CCHFV vOTU protease, Pep-AMC fluorescence. inhibition, % at 11.5 µM. 370,000 compounds, 0.55% hits; in the data active = inhibition above about 30%; also: 0% = vehicle wells with enzyme and 100% = no enzyme wells
DUSP3 inh: inhibitors of human VHR1 phosphatase (DUSP3); P51452; recombinant VHR phosphatase, pNPP absorbance; inhibition, % at 13.3 µM; 290,000 compounds, 0.52% hits; AID 1654; in the data active = inhibition above about 50%; also: some compounds called inactive have numbers as strong as hits
Target sequence (P51452 whole entry, looked up): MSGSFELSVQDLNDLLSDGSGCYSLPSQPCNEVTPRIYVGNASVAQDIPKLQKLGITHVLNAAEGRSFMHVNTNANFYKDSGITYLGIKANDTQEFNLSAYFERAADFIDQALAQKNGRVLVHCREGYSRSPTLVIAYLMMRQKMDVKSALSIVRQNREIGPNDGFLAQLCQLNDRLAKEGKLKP
MazF activator: activators of E. coli MazEF toxin-antitoxin RNase; activation, % at 20 µM; 350,000 compounds, 0.32% hits; FAM/BHQ RNA-DNA oligo cleavage fluorescence, 5 h; in the data active = activation above about 50%
Target sequence (P0AE70 whole entry, looked up): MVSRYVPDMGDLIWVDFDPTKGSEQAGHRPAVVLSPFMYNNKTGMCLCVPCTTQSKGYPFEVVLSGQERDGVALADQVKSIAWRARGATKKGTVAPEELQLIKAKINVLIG
PrPC TRFRET: inhibitors of human cell surface prion protein PrPC | inhibition, % at 13.8 µM | 370,000 compounds, 0.43% hits | P04156 | AID 720596 | TR-FRET read-out; in the data active = inhibition above about 24%; also: 0% = median of the test wells and 100% = reference compound wells
BH1578 lux ind: induces V. cholerae light production without autoinducers. V. cholerae BH1578 lux reporter, luminescence, 6 h. activation, % at 18.7 µM. 350,000 compounds, 0.16% hits; in the data active = activation mostly above about 9.7%, no sharp cut-off; also: not every result past the cut was called active; inactives centre near 0; reference of the scale not given here
An asterisk follows results filed as active; i = inactive; / = no result given.

SMILES	3CLpro inhibitor	Y pestis TopoI	TcdB GH inh	PriA SSB inh	Rv3671c protease	CCHF vOTU inh	DUSP3 inh	MazF activator	PrPC TRFRET	BH1578 lux ind
CCc1nnc(NC(=O)CCN2C(=O)/C(=C/c3cc(OC)c(OC)c(OC)c3)SC2=S)s1	1.4	-4.1	1.9	-9.5	-6.0	-3.9	11.8	8.3	0.0	-2.2
CCN1CCN(C(=O)C2CCN(S(=O)(=O)c3cc(Cl)ccc3Cl)CC2)CC1	-3.9	4.9	0.5	8.6	-0.7	-3.0	27.7	0.5	-3.6	-1.5
COC(C)(C)[C@@H](O)COc1c2ccoc2cc2oc(=O)ccc12	/	1.6	0.1	6.8	6.8	0.7	/	10.2	4.5	-0.4
COc1ccc([C@@]23Oc4cc(OC)cc(OC)c4[C@]2(O)[C@H](O)[C@H](C(=O)N(C)C)[C@H]3c2ccccc2)cc1	/	3.3	-4.4	-2.4	/	0.7	/	17.2	98.0*	-1.0
Cc1ccc(NC(=O)c2cc(S(=O)(=O)NCCC3=CCCCC3)ccc2F)cc1	-1.4	15.0	1.0	-12.1	-15.7	3.9	-2.5	-0.6	14.3	-0.3
CC(CN1CCCC1)C(=O)NN (configuration not stated)	-3.0	-3.7	0.6	-10.9	-1.4	-3.0	11.1	5.2	-3.2	-0.3
Cc1ccc(CC(=O)Nc2ccccc2N2CCOCC2)cc1C	0.1	6.2	/	-3.7	-0.5	7.2	9.0	0.5	7.1	i
Cc1ccc(NC(=O)NCCN2CCCCC2)cc1Cl	0.3	-5.8	1.1	-10.9	5.2	5.3	0.3	10.3	4.0	-0.3
Cc1cc(C)n(CCC(=O)Nc2ccc(-c3ccno3)cc2)n1	5.3	4.2	2.9	-3.8	2.1	-0.3	10.8	-0.6	-3.3	i
O=C1NC(=S)S/C1=C/c1ccc(OC(=O)c2ccco2)cc1	5.2	2.4	-0.1	-5.8	-0.5	16.7	-22.1	74.3*	-2.4	-0.1
COc1ccc(-c2oc(NC(=O)CSc3ncn[nH]3)c(C#N)c2-c2ccc(OC)cc2)cc1	-1.1	9.3	0.7	34.4	14.5	/	0.2	-6.9	/	-1.3
COc1cc(CNC(=O)c2ccc3oc(C(C)C)nc3c2)cc(OC)c1	-3.8	14.5	0.4	-2.5	-9.6	0.7	-9.1	-23.0	-0.9	i
CN1C(=O)C(=Cc2ccccc2OCc2ccc(Cl)cc2)C(=O)N(C)C1=O	-1.9	2.5	0.5	-15.0	-4.8	-11.3	-1.0	4.5	-1.2	0.5
COc1ccc(NC(=O)COc2ccc(C(=O)c3ccc(F)cc3)cc2)cc1S(N)(=O)=O	1.8	14.7	0.9	-2.5	-8.2	10.1	-2.9	0.7	8.6	-0.4
Cc1cccc(C(=O)OCC(=O)N2CC(C)CC(C)C2)c1C (configuration not stated)	/	13.5	2.9	-9.4	4.8	7.7	/	0.6	6.1	-0.8
CCN(CC)CCn1c2c(c(SCC(=O)Nc3nc4ccc(C)cc4s3)nc1=O)CCC2	/	9.5	-6.1	1.4	-3.2	0.1	/	-16.4	4.5	5.6
CC1(C)CC2CC(C)(CN2C(=O)COC(=O)c2cncc(Br)c2)C1 (configuration not stated)	/	12.1	-1.8	-10.3	-2.1	20.4	/	2.5	4.4	-2.6
Cc1cccc(/C=C/c2onc(C)c2S(=O)(=O)N2CCC(C(=O)N3CCC(C)CC3)CC2)c1	7.2	26.1	0.1	2.8	7.3	-18.3	12.5	1.0	3.2	i
COc1ccccc1COc1ccc2c(C)c(CC(=O)O)c(=O)oc2c1C	10.9	4.0	2.0	5.9	2.4	-19.8	30.7	-2.5	1.6	i
CC1(C)C(C#N)=C(N)Oc2c1c(=O)oc1ccccc21	9.8	1.5	1.0	-10.3	-3.9	-6.1	31.1	-3.0	2.3	i

Overlap with the part before: 2 entries, followed by the next part.
SMILES	3CLpro inhibitor	Y pestis TopoI	TcdB GH inh	PriA SSB inh	Rv3671c protease	CCHF vOTU inh	DUSP3 inh	MazF activator	PrPC TRFRET	BH1578 lux ind
COc1ccccc1COc1ccc2c(C)c(CC(=O)O)c(=O)oc2c1C	10.9	4.0	2.0	5.9	2.4	-19.8	30.7	-2.5	1.6	i
CC1(C)C(C#N)=C(N)Oc2c1c(=O)oc1ccccc21	9.8	1.5	1.0	-10.3	-3.9	-6.1	31.1	-3.0	2.3	i
CCc1ccc(-c2nc(CN3CCC(C(=O)NCc4ccco4)CC3)c(C)o2)cc1	1.3	/	/	8.9	-10.1	19.6	13.1	2.0	-1.6	/
CCn1c2ccccc2c2cc(NC(=O)CSc3nnc(-c4ccccc4OC)n3N)ccc21	2.5	-2.8	/	10.0	12.4	-6.3	32.0	-0.3	0.6	0.7
COc1ccc(CN2CCC(C(=O)Nc3ccc(Oc4ccccc4)nc3)CC2)cc1F	-0.8	-3.1	0.5	-1.1	2.5	3.9	-2.7	1.9	-10.8	0.2
O=C(CN1CCN(S(=O)(=O)c2cccc(F)c2)CC1)Nc1ccnn1C1CCCC1	/	-7.3	0.1	-9.2	-1.9	-2.5	/	-1.4	2.1	-2.7
Cc1ccc(C2=NN(C(=O)CCl)C(c3ccco3)C2)o1 (configuration not stated)	47.4*	-1.3	0.8	-15.0	/	12.2	39.0	-19.3	-7.5	-0.2
CCCCN(Cc1cc2cc(OC)ccc2[nH]c1=O)C(=O)COc1ccccc1	3.8	1.4	/	-16.6	3.2	12.9	/	-2.3	-2.2	0.7
CC(=O)c1ccc(NC(=O)CSc2nnc(NC(=O)c3ccco3)s2)cc1	0.6	-0.4	/	1.5	0.0	/	-28.8	-4.6	/	-0.3
CCOC(=O)c1nnc(-c2ccccc2)nc1NCc1ccccc1	0.5	16.7	/	-22.3	-7.2	10.5	4.8	2.5	2.3	-11.5
CCc1c(C)nc2cc(-c3cc(OC)cc(OC)c3)nn2c1N1CCN(CCN2CCOCC2)CC1	1.1	25.8	/	-15.1	-3.5	7.6	-13.9	-3.5	1.1	i
COc1ccc(Cc2c(Cl)ncnc2Cl)cc1	-1.0	3.9	1.0	-12.7	3.2	4.1	-0.3	1.8	2.1	3.4

Only Rv3671c protease, 3CLpro inhibitor and Y pestis TopoI (2 entries from above):
compound	Rv3671c protease	3CLpro inhibitor	Y pestis TopoI
Cc1ccc(C2=NN(C(=O)CCl)C(c3ccco3)C2)o1 (configuration not stated)	/	47.4*	-1.3
CCCCN(Cc1cc2cc(OC)ccc2[nH]c1=O)C(=O)COc1ccccc1	3.2	3.8	1.4

Remaining list, next part
SMILES	3CLpro inhibitor	Y pestis TopoI	TcdB GH inh	PriA SSB inh	Rv3671c protease	CCHF vOTU inh	DUSP3 inh	MazF activator	PrPC TRFRET	BH1578 lux ind
O=C(Nc1cccc(S(=O)(=O)C(F)F)c1)c1ccc(Cl)c(S(=O)(=O)N2CCOCC2)c1	2.1	2.2	/	0.0	-19.3	2.8	10.8	7.7	7.5	7.3
Cc1cc2oc(C(=O)Nc3ccc(S(N)(=O)=O)cc3)c(C)c2cc1Cl	-0.3	-10.8	1.6	-2.9	2.1	-10.6	3.6	-24.7	-1.7	-0.5
Cc1ccc2oc(-c3cccc(N)c3)nc2c1	-0.6	2.6	0.0	1.4	4.0	-33.5	-19.7	3.1	-1.6	-0.3
CCOC(=O)c1nnn(-c2nonc2N)c1-c1ccc(F)cc1	3.8	-2.0	12.0*	-7.9	6.4	-2.4	8.6	2.1	-5.5	-0.9
COc1cc(C(=O)NC(=S)Nc2ccc(Cl)c(C(=O)O)c2)cc(OC)c1OC	2.0	5.4	-0.7	-13.4	4.6	3.7	7.1	-6.2	0.6	-0.2
CCCSc1nsc(NC(=O)C(c2ccccc2)c2ccccc2)n1	-5.0	-4.1	/	-16.4	-167.5	/	-6.1	33.6	/	0.1
CCNS(=O)(=O)c1ccc(NC(=O)c2ccccc2)cc1	-3.3	8.9	/	-22.0	2.3	12.2	18.8	0.9	6.3	-4.2
CC(=O)[C@@H]1[C@@H](C(=O)c2ccccc2)[C@]2(C(=O)Nc3ccccc32)[C@H]2C=Cc3cc(F)ccc3N12	1.9	2.0	/	5.6	-9.8	-6.1	-7.8	10.1	0.9	i
COc1ccc(NC(=O)c2cc3cc(OC)ccc3oc2=N)cc1	-4.5	18.8	/	7.8	-9.2	2.6	-3.8	1.8	1.2	-0.2
CCOc1ccc(OCC(=O)N(CCC2=CCCCC2)c2c(N)n(Cc3ccccc3)c(=O)[nH]c2=O)cc1	/	0.3	1.8	/	-4.0	13.8	/	/	-5.5	-5.9
CC[n+]1c(/C=C2/C=C(C)CC(C)(C)C2)sc2ccc(OC)cc21	-3.2	-10.0	/	-7.5	-12.2	9.8	31.1	8.7	14.1	-0.6
CCOC(=O)CSC1=NC(=O)/C(=C/c2ccc(OC)cc2)S1	0.6	-4.6	/	5.1	-5.8	/	-7.2	17.3	/	i
c1ccc(-c2nc3ccccn3c2NCc2ccc3c(c2)OCO3)cc1	-0.9	-3.3	/	29.1	0.8	-28.9	19.7	2.5	0.9	-0.3
COc1ccccc1OCc1nnc(SCC(=O)Nc2ccc(C)cc2)n1C	6.9	3.8	/	-7.8	5.6	-2.4	11.7	-1.5	4.6	/
CC(C)C(=O)Nc1ccc2c3c(cccc13)CC2	-0.4	-6.2	1.1	-7.7	-4.9	-7.7	22.5	0.8	2.0	5.0
Cc1nn(CC(=O)NCCN2CCOCC2)c(C)c1[N+](=O)[O-]	2.4	2.3	/	0.5	12.3	6.1	-18.6	0.8	3.3	/
CCOc1ccccc1NC(=O)c1ccc2c(c1)C(=O)N(CC)C2=O	-4.8	-3.4	-0.8	100.5*	-3.3	-15.8	39.6	-19.2	-3.8	i
CCCCOC(=O)Nc1nc2ccccc2s1	6.7	-2.1	/	-13.8	-5.2	-2.6	25.5	-1.9	2.9	-0.4
CCc1sc(N(C(=O)Cc2ccccc2)c2ccc(F)cc2)nc1-c1ccccc1	2.5	26.0	/	-14.5	1.5	-4.4	26.9	4.3	4.9	24.3
CC(=O)c1sc(NC(=O)c2ccccc2F)nc1-c1ccccc1	1.5	1.2	0.5	-0.1	1.3	-3.8	12.3	-8.1	0.2	-0.5
Cc1cc(NS(=O)(=O)c2ccc(NC(=S)NC(=O)c3ccccc3)cc2)no1	-0.8	9.2	/	-12.7	-5.2	0.9	-1.6	0.5	11.1	4.2
CC(Sc1nnc(C2CC2)n1-c1ccccc1)C(=O)N1CCCC1 (configuration not stated)	/	-8.7	0.5	1.5	/	-3.3	/	4.4	-2.4	0.1
COc1ccc2[nH]c3c(c2c1)CCN1C(=O)C(CC(=O)NCc2ccc(OC)c(OC)c2)C[C@H](C(=O)N2CCCCC2)[C@@]31CCc1ccccc1 (some centres not stated)	/	45.2	0.6	1.2	/	0.3	/	-6.8	-1.6	-0.4
COc1ccc(S(=O)(=O)n2cnc3cc(C)c(C)cc32)cc1C	3.5	-1.4	1.5	0.9	-3.7	-3.9	9.6	-11.0	8.2	1.1
Cc1cc2oc(=O)cc(CN3CCCCC3C)c2c(C)c1Cl (configuration not stated)	4.2	7.7	/	-8.2	-10.4	-1.9	24.0	-1.6	-3.7	-0.3
CC(C)c1ccc(C2CC(=O)N3CN(C)CSC3=C2C#N)cc1 (configuration not stated)	-0.5	13.9	/	7.2	1.2	/	23.2	-4.6	/	-0.1
CS(=O)(=O)N(CC(=O)Nc1ccccc1Sc1ccccc1)c1ccc(F)cc1	1.0	6.8	/	-23.0	-6.9	-1.1	17.2	1.5	1.2	-0.2
O=C(Nc1ccc(OC(F)F)c(Cl)c1)Nc1ccc2c(c1)OCO2	1.6	1.6	/	-9.8	-1.3	2.3	-5.1	7.7	28.9*	-1.4
COc1cc(/C=N/NC(=O)C(=O)N2CCCCCC2)ccc1O	2.8	2.9	0.5	/	-3.4	0.1	2.5	5.0	0.6	1.1
CCOC(=O)c1sc2ncn(CC(=O)Nc3cc(C)on3)c(=O)c2c1C	/	2.6	0.1	-20.5	6.2	10.5	/	0.4	-4.1	i
OC1(CC#CCN2CCCCC2)c2ccccc2-c2ccccc21	-1.4	-5.3	0.2	-0.9	-0.6	1.3	21.3	18.4	-3.1	0.9

The list is partial (hit frequency here may not be typical).
